Screening data: PubChem, Sanford-Burnham Center for Chemical Genomics
Jurkat NFkB inh: inhibitors of the PMA/ionomycin-induced NF-kB reporter in Jurkat cells | PMA/ionomycin-induced NF-kB luciferase reporter, luminescence | inhibition, % at 4 µM | 330,000 tested, 0.53% active | AID 435003; in the data active means inhibition above about 50%
CCR6 antag: CCR6 (human) receptor antagonism; CHO-K1 CCR6 PathHunter beta-arrestin, luminescence, CCL20-stimulated; inhibition, % at 20 µM; 340,000 tested, 0.49% active; AID 493098;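 active means compounds whose inhibition of the agonist-driven luminescence signal at 20 µM reaches about 50%, limit read from the data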;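 further: cells stimulated with CCL20 at 14 nM final; plate controls were DMSO with CCL20 for no effect and DMSO without agonist for full effect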
Target sequence (P51684 whole entry, looked up): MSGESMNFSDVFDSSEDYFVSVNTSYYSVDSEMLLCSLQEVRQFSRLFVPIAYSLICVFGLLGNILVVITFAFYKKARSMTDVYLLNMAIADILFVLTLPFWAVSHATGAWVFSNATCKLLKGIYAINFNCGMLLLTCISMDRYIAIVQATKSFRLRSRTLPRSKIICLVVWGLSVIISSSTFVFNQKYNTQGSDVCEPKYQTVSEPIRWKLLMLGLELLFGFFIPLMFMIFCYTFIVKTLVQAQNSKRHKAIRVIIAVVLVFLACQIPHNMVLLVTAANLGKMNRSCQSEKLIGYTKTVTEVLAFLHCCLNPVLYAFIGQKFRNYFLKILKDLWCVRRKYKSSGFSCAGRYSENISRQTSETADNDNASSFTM
UBC13 inh: inhibitors of human UBC13 polyubiquitin chain formation; TR-FRET; inhibition, % at 20 µM; P61088; 330,000 tested, 0.47% active; in the data active means inhibition above about 45%, passing the limit was not always enough
EBI2 block: antagonists of human EBI2 receptor; P32249; EBI2 beta-arrestin recruitment, luminescence, 7a,25-OHC stimulated; inhibition, % at 5 µM; 360,000 tested, 0.81% active; AID 651636; in the data active means inhibition above about 38%;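 further: enzyme fragment complementation signal reports receptor beta-arrestin coupling in cells; 0% = agonist plus DMSO wells and 100% = wells without agonist; some results beyond the cut were filed as inactive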
Target sequence (P32249 whole entry, looked up, the tested form may be a part): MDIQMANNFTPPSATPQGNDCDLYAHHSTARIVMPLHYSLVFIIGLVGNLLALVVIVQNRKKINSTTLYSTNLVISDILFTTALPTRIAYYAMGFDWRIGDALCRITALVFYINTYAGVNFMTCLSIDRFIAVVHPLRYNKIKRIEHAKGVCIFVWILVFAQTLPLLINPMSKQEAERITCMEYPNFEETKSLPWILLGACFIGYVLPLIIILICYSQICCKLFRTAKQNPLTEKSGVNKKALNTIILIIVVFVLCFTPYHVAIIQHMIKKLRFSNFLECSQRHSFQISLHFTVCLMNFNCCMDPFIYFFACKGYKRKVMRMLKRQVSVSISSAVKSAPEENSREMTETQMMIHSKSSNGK
697 NFkB inh: inhibitors of the PMA/ionomycin-induced NF-kB reporter in 697 B cells; 697 B-cell NF-kB luciferase reporter, 16 h; inhibition, % at 4 µM; 330,000 tested, 0.33% active; in the data active means inhibition above about 35%
APJ antagonist: antagonists of human APJ apelin receptor; P35414; CHO-K1 APJ beta-arrestin complementation, luminescence; inhibition, % at 20 µM; 330,000 tested, 0.32% active;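 active means inhibition above about 40% at 20 µM, limit read from the data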;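 further: cells challenged with 10 nM apelin-13 agonist together with compound; plate controls were apelin-13 plus DMSO wells for no effect and DMSO wells lacking apelin-13 for full effect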
CXCR6 inh: blocks human CXCR6 beta-arrestin recruitment; O00574; CHO-K1 PathHunter CXCR6 beta-arrestin, luminescence; inhibition, % at 20 µM; 360,000 tested, 0.36% active; AID 602244; in the data active means inhibition above about 34%, passing the limit was not always enough;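 further: antagonist mode with CXCL16 agonist at 10 nM final; 0% = 10 nM CXCL16 with DMSO and 100% = unstimulated wells without agonist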
Target sequence (O00574 whole entry, looked up): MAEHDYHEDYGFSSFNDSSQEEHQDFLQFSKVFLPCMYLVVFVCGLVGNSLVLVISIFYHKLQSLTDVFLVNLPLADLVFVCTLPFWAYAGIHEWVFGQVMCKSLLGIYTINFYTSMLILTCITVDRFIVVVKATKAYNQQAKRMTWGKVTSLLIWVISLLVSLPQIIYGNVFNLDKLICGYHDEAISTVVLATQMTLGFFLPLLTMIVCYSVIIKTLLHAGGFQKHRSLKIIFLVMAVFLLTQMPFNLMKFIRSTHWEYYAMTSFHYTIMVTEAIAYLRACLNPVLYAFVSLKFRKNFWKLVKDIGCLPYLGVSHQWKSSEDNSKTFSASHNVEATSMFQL
Gli-Sufu block: Gli-Sufu pathway antagonism | Sufu-KO-LIGHT fibroblasts, Gli luciferase reporter luminescence | inhibition, % at 5 µM | 340,000 tested, 0.74% active | AID 588413;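 active means inhibition above about 55%, limit read from the data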;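 further: 0% = DMSO-treated cells and 100% = wells with medium but no cells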
Starred values were filed as active, the others as inactive; i = inactive; nt = not tested or not shown.

SMILES,Gli-Sufu block,UBC13 inh,EBI2 block,CXCR6 inh,APJ antagonist,CCR6 antag,Jurkat NFkB inh,697 NFkB inh
CCCOC(=O)C(C)Sc1n[nH]c(=O)[nH]c1=O (stereo unspecified),-2,-3,-18,6,-6,7,6,7
CCOCc1nnc(NC(=O)c2cc(OC)c(OC)c(OC)c2)s1,-5,-4,-11,2,-2,17,-4,-2
O=C(CC1Nc2ccccc2NC1=O)NCC1COc2ccccc2O1 (stereo unspecified),-3,6,1,-2,7,-5,0,7
COCCCNC(=O)CN(c1cc(Cl)cc(Cl)c1)S(C)(=O)=O,2,5,0,2,13,-18,-3,15
COC(=O)c1ccc(NC(=O)CSC2=NCCN2)cc1,-11,30,11,9,22,28,18,21
O=C(c1cccc(Cl)c1)N1CCN(Cc2ccccc2)CC1,5,-5,4,-6,-16,2,-22,-10
O=C1CN(C(=O)COC(=O)c2ccccc2NC(=O)c2ccco2)c2ccccc2N1,-5,-10,-13,2,11,18,-4,-24
Cc1cc2[nH]c(=O)c(=O)[nH]c2cc1S(=O)(=O)Nc1ccccc1F,15,8,-7,-7,2,2,-7,17
COc1cccc(N(CC(=O)NC2CCCC2)C(=O)Cn2nnc(-c3ccc(C)o3)n2)c1,-5,-1,4,4,17,2,-3,0
Cc1nc2ccc3nc(NC(=O)c4ccc(S(=O)(=O)N5CCOCC5)cc4)sc3c2s1,8,29,6,19,22,19,-2,-18
NCCC(=O)N1c2ccccc2Sc2ccccc21,2,4,-3,4,22,-2,0,0
O=C(O)c1nnn(-c2ccc([N+](=O)[O-])cc2)c1-c1ccccc1,3,8,6,-3,-4,-12,2,-6
COc1ccc(NC(=O)C2CCCN(S(=O)(=O)c3c(C)[nH]c(=O)[nH]c3=O)C2)cc1 (stereo unspecified),2,0,1,0,9,7,5,3
CC(=O)c1cccc(NC(=O)c2ccc(Br)o2)c1,-1,-18,-6,-13,16,10,-10,-32
O=C(COC(=O)c1cccs1)NCCCc1ccccc1,6,-22,-1,-7,-5,-3,-16,-24
CN(C(=O)COC(=O)c1c[nH]c(=O)[nH]c1=O)C1CCCCC1,-2,16,-2,-5,-2,-20,5,16
Cc1cc(N/N=C/c2cccc(Cl)c2)nc(NCc2ccccc2)n1,31,18,18,3,-14,-3,-1,5
O=C(Nc1cccc(-c2cnc3ccccc3n2)c1)c1ccc(Cl)cc1,-46,-1,4,3,-12,6,-22,-61
CCOCCOC(=O)c1[nH]c2c(c1C)C(=O)CC(c1ccccc1)C2 (stereo unspecified),52,6,8,-3,2,9,60*,-53
O=C(CCc1c[nH]c2ccccc12)NCCc1ccccc1,-20,3,7,8,14,15,12,-10
COCCn1c(=NC(=O)CSCC(=O)Nc2cc(C)on2)sc2cc(C(=O)OC)ccc21,1,18,1,1,17,10,17,14
CCOC(=O)Cn1nc(-c2ccccc2)ccc1=O,-5,13,1,-8,2,-11,-2,13
CC(=O)c1c(C)nn(C(C)CC(=O)O)c1C (stereo unspecified),0,0,4,8,11,-11,22,7
COc1ccc(C)cc1N(C(=O)c1snc(C(N)=O)c1N)C(C(=O)NC1CCCC1)c1ccc(F)cc1 (stereo unspecified),-3,5,12,11,-3,14,4,2
CCOc1ccc(NC(=S)N2CCC(NC(=O)c3ccco3)CC2)cc1,-28,-8,16,-15,6,-5,-4,-8

Next entries.
SMILES,Gli-Sufu block,UBC13 inh,EBI2 block,CXCR6 inh,APJ antagonist,CCR6 antag,Jurkat NFkB inh,697 NFkB inh
COc1cccc(NC(=O)CN(c2ccc([N+](=O)[O-])cc2)S(=O)(=O)c2ccccc2)c1,-3,3,4,0,-13,12,3,-38
CC1CCc2c(sc3nn[nH]c(=O)c23)C1 (stereo unspecified),-5,-1,-5,-20,14,-11,-12,-3
CCc1nn2c(=O)c(S(=O)(=O)Nc3cccc(F)c3)c(C)nc2s1,-18,0,0,7,30,3,14,1
O=C(CNc1cccc(S(=O)(=O)N2CCCC2)c1)Nc1ccc(F)cc1F,2,-1,3,-3,8,6,1,7
CC1CN(S(=O)(=O)c2cccc(C(=O)Nc3ccc(S(=O)(=O)NC4=NCCCCC4)cc3)c2)CC(C)O1 (stereo unspecified),4,-4,-9,2,-65,3,12,15
COc1cc(NC(=S)NCCCN(C)C)c(OC)cc1NC(=O)c1ccco1,-4,6,-13,9,3,-5,-7,12
O=C(C[n+]1cccc(CNC(=O)c2ccc(OC(F)F)cc2)c1)Nc1ccc(SC(F)F)cc1,3,55*,-5,0,-5,6,13,9
O=C(Nc1c2c(nn1-c1ccccc1)CS(=O)(=O)C2)C1CCCC1,-16,-2,12,1,17,12,4,-7
Nc1ccc(Br)c2c1C(=O)c1ccccc1C2=O,10,-250,nt,nt,-7,24,-11,15
Cc1nc2ccccc2c2c1C(=O)N(C1CCCCCCC1)C2=O,15,5,-8,1,-10,6,13,-9
CC(C)Nc1nc(NC(C)C)nc(N(C)N)n1,10,-5,-5,8,4,0,5,-10
O=C(CSc1ccc(-c2ccccc2)nn1)NCc1ccco1,10,-3,-10,-2,10,-1,-3,-1
OCCCCNCc1cc(Br)ccc1OCc1ccccc1F,28,3,12,0,-7,-6,7,-1
NS(=O)(=O)c1ccc(CNC(=O)c2ccc(Cl)c(S(=O)(=O)NCc3ccccc3)c2)cc1,2,14,-6,0,8,14,0,20
O=C(CSc1nnc2ccccn12)NC(=O)NC1CCCC1,3,0,1,8,6,27,2,-15
O=C(O)c1ccc(-c2ccco2)n1Cc1ccccc1,-1,-9,18,-4,-1,-13,-19,3
NS(=O)(=O)c1ccc(NC(=O)CN2C(=O)C3C4C=CC(C4)C3C2=O)cc1 (stereo unspecified),-7,-9,4,2,-12,-7,4,1
CCC1CCC2(CC1)NC(=O)N(CC(=O)Nc1ccc(OC)cc1)C2=O (stereo unspecified),-13,2,-1,-1,6,7,-21,-18
CSc1ncc(-c2ccccc2)cn1,-8,2,5,5,13,1,-10,-5
O=C(Cc1cccc2ccccc12)Nc1ccccc1Br,2,7,-12,-10,14,17,2,14
CN1C(=O)C(C)(C)c2cc(S(=O)(=O)N3CCN(c4ccccc4)CC3)ccc21,0,2,6,-4,4,-1,-12,-3
Cc1ccc(C)c(SCC(=O)NCC(c2ccco2)N2CCCCC2)c1 (stereo unspecified),13,2,13,3,17,19,9,-37
CCn1c(SCC(=O)c2ccc3c(c2)Cc2ccccc2-3)nnc1-c1ccc(N)cc1,2,-6,16,-1,-10,-11,-5,-9
COc1ccccc1/C=C/C=N/n1c(-c2n[nH]c3c2CCC3)n[nH]c1=S,-1,-9,3,12,8,17,10,-23
CCOC(=O)c1ccc(NC(=O)N(CC)CC)cc1,-74,0,-3,-10,10,4,-66,-36

(listing goes on)
SMILES,Gli-Sufu block,UBC13 inh,EBI2 block,CXCR6 inh,APJ antagonist,CCR6 antag,Jurkat NFkB inh,697 NFkB inh
COc1ccc(Cl)cc1C(=O)NNC(=O)CN1C(=O)C2CC=CCC2C1=O (stereo unspecified),-6,2,-8,1,-12,0,9,13
COc1cc2c(cc1OC)[C@@H](NC(=O)C(C)C)[C@H](O)C2,-11,nt,2,-9,nt,1,nt,-5
COc1ccccc1CC(NC(C)=O)C(=O)NC1CCN(c2nnnn2-c2ccccc2)CC1 (stereo unspecified),0,4,3,-2,3,-8,11,5
O=S(=O)(Nc1cccc(-n2cnnn2)c1)c1cccc(Cl)c1,-13,-11,1,-3,9,6,15,-10
Cc1ccc(Nc2nc(N)nc(CN3CCN(Cc4ccc5c(c4)OCO5)CC3)n2)c(C)c1,12,-4,-12,0,-4,-4,12,-16
O=C(Nc1ccc([N+](=O)[O-])cc1)Nc1ccc2[nH]c(=O)[nH]c2c1,7,0,3,13,6,24,4,21
O=C(NCC1CCCO1)c1cc2c([nH]c3ccccc32)c(-c2ccc(F)cc2)n1 (stereo unspecified),17,-15,-6,3,-78,7,12,10
CC1=C/C(=C\c2ccc3c(c2)OCO3)C(=O)S1,-4,6,-4,7,0,23,8,-11
COc1ccccc1C(=O)NCc1ccccc1,-2,0,-4,3,12,1,6,3
CCOc1cccc(-c2c(C(=O)N/N=C/c3ccsc3)nnn2-c2nonc2N)c1,-20,-3,0,-4,5,-4,7,-5
COc1ccc(NC(=O)CNc2cc(S(=O)(=O)N3CCOCC3)ccc2NCC2CCCO2)cc1 (stereo unspecified),-3,-12,-8,-1,-30,-8,7,18
Cc1ccc(CNC(=O)C(Cc2ccccc2)NS(=O)(=O)c2ccc3c(c2)CCC(=O)N3)cc1 (stereo unspecified),3,-9,-5,4,3,2,2,-3
O=C(NC1CCCC1)C(c1ccccc1)N(C(=O)c1ccno1)c1ccccc1 (stereo unspecified),4,9,16,1,8,3,5,-15
CSC1=NCCN1C(=O)c1c(-c2c(F)cccc2Cl)noc1C,1,1,-14,-9,9,-5,13,8
COc1ccc(C)cc1S(=O)(=O)N(CC(=O)N1CCOCC1)c1cc(C)cc(C)c1,-7,9,-6,2,15,-3,1,8
O=C1Oc2ccccc2C(=O)/C1=C\N1CCN(c2ccccc2)CC1,9,3,5,-1,17,-7,-15,10
CCOC(=O)N1CCN(CC(=O)Nc2nnc(C(F)(F)F)s2)CC1,-28,-7,-1,-7,-21,-1,-4,-31
CCCN(CCC)C(=O)Cn1c(=O)n(CCCCCC(=O)Nc2ccccc2)c(=O)c2sccc21,10,-10,4,1,10,-1,1,-17
COc1ccccc1NCCC(=O)OCC(=O)NCc1ccco1,-4,-9,-7,4,17,0,11,-6
COc1ccccc1N=CC1=C(O)CC(c2ccccc2)CC1=O (stereo unspecified),6,-10,-2,11,1,14,13,-38
CC(=O)NCCSc1ccc(S(=O)(=O)N2CCCC2)cn1,-5,-5,3,-1,18,10,-2,8
CCOc1ncccc1C(=O)OCC(=O)c1ccccc1,-5,-4,-7,4,23,7,10,6
O=C(NCc1ccccc1)c1cc2nc(C3CC3)cc(C(F)(F)F)n2n1,1,-2,-5,-3,4,4,-5,-2
COc1ccc(-c2cnc3c(-c4ccc(F)cc4)cnn3c2N)cc1,-61,12,10,-2,4,4,-113,-188
Cc1ccc(/C=N/NC(=O)C(C)NC(=O)c2ccccc2)cc1 (stereo unspecified),6,2,6,-4,17,-2,9,12

The results go on:
SMILES,Gli-Sufu block,UBC13 inh,EBI2 block,CXCR6 inh,APJ antagonist,CCR6 antag,Jurkat NFkB inh,697 NFkB inh
O=C(O)c1ccccc1NS(=O)(=O)c1ccc(N/N=C/c2cccc(O)c2O)c([N+](=O)[O-])c1,0,nt,1,23,nt,33,nt,nt
O=C1c2ccccc2C(=O)N1CC(O)COc1ccc(Br)cc1 (stereo unspecified),-9,-1,1,-5,16,3,14,0
CSc1ccccc1NC(=O)C(C)N1C(=O)c2ccccc2S1(=O)=O (stereo unspecified),-6,2,0,-1,16,5,9,0
C[C@H](CO)N1C[C@H](C)[C@@H](CN(C)S(=O)(=O)c2ccccc2)Oc2ccc(NC(=O)CCN3CCOCC3)cc2C1=O,-10,12,-8,-4,-8,20,6,-2
COc1ccccc1C1=Nc2cccc3cccc(c23)N1,10,-23,1,5,-20,12,28,-168
Cc1cc(NC(=O)Cn2ccc([N+](=O)[O-])n2)no1,9,1,0,2,3,14,2,-12
Cc1cccc(NC(=O)CNC(=O)COC(=O)CCS(=O)(=O)c2ccccc2)c1C,27,-12,-1,0,13,-8,15,3
CN1c2ccccc2C(C)(C)C12CC(c1ccc(S(=O)(=O)N3CCCCC3)cc1)=NO2 (stereo unspecified),18,20,2,8,6,4,-54,i

Reformatted: entries from further up.
Value order – Gli-Sufu block | UBC13 inh | EBI2 block | CXCR6 inh | APJ antagonist | CCR6 antag | Jurkat NFkB inh | 697 NFkB inh
C[C@H](CO)N1C[C@H](C)[C@@H](CN(C)S(=O)(=O)c2ccccc2)Oc2ccc(NC(=O)CCN3CCOCC3)cc2C1=O
 : -10 | 12 | -8 | -4 | -8 | 20 | 6 | -2
COc1ccccc1C1=Nc2cccc3cccc(c23)N1
 : 10 | -23 | 1 | 5 | -20 | 12 | 28 | -168
Cc1cc(NC(=O)Cn2ccc([N+](=O)[O-])n2)no1
 : 9 | 1 | 0 | 2 | 3 | 14 | 2 | -12
